esBAF inh = blocks esBAF chromatin remodeling in mouse ES cells. Bmi1-luciferase knock-in reporter, 24 h; 100% = twice the neutral-well signal. 2% of 350,000 active. reporter increase, % at 12.5 µM; in the data active = activation above about 40%;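 note: 0% = median of the plate's neutral control wells and 100% = double that signal; a rise in the Bmi1 reporter signal indicates esBAF inhibition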
ERp5 block = ERp5 (human) disulfide isomerase inhibition; Q15084; ERp5 insulin aggregation, absorbance 650 nm, 90 min; inhibition, % at 9.99 µM; 0.05% of 350,000 active; AID 651711;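 active = mean replicate inhibition above about 25%, with every replicate also reaching it, limit read from the data, passing the limit was not always enough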
ERAP1 HTS inh = inhibitors of human ERAP1 aminopeptidase | Q9NZ08 | recombinant ERAP1, Leu-AMC fluorescence, 60 min | 0.15% of 340,000 active | inhibition, % at 10.7 µM;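 active = mean replicate inhibition of at least 30%, or all replicates individually reaching that 30% level; inactive = mean below 30% and not every replicate reaching it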;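 note: 0% = neutral control wells and 100% = L-leucinethiol positive control wells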
E-sel inducer = induces E-selectin expression in human endothelial cells; P16581; HUVEC E-selectin immunofluorescence imaging; normalized: neutral wells 0, TNF-alpha wells 100; activation, % at 7.58 µM; 0.37% of 260,000 active; AID 686992;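 active = mean E-selectin-positive cell signal at least 10% of the positive control, reached in at least 60% of replicates, without over 20% cell loss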;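 note: in these data hits start at about 27%; measured in HUVEC primary endothelial cells; signal is the percent of cells scored E-selectin positive by PE staining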
Target sequence (P16581 whole entry, looked up): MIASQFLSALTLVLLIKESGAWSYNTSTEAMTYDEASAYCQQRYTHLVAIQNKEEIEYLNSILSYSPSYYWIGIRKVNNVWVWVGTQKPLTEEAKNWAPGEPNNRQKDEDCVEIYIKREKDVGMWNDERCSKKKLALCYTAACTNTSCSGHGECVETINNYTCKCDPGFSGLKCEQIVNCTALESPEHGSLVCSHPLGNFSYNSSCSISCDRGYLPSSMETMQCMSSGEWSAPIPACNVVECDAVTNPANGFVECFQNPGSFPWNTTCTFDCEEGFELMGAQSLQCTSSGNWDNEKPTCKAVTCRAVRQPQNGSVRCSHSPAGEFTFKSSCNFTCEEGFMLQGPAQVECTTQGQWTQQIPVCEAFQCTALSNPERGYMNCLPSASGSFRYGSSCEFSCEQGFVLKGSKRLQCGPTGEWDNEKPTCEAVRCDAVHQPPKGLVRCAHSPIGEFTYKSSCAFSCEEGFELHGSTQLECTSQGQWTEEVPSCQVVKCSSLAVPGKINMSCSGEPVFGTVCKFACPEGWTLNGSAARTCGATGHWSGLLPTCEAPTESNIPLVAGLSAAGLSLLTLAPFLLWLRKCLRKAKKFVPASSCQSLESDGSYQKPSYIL
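System: HUVEC / Compound: single concentration / Signal: immunofluorescence imaging / Read-out: percent E-selectin-positive cells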
RAD54 branch = blocks human RAD54 Holliday junction branch migration. Q92698. FAM/BHQ fluorescence. inhibition, % at 10.4 µM. 0.14% of 360,000 active. AID 602329;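 active = mean normalized replicate activity at least 40 and at least half of replicates scoring 40 or more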;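 note: 0% = median of neutral control wells and 100% = median of positive control wells; inhibitors cause a drop in the FAM fluorescence signal; in these data hits start at about 50%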
RAD52 inh = inhibitors of human RAD52 DNA annealing. inhibition, % at 18.7 µM. recombinant RAD52 DNA annealing, FRET fluorescence. AID 651710. 0.46% of 360,000 active;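 active = every replicate showing at least 50% inhibition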
Target sequence (P43351 whole entry, looked up): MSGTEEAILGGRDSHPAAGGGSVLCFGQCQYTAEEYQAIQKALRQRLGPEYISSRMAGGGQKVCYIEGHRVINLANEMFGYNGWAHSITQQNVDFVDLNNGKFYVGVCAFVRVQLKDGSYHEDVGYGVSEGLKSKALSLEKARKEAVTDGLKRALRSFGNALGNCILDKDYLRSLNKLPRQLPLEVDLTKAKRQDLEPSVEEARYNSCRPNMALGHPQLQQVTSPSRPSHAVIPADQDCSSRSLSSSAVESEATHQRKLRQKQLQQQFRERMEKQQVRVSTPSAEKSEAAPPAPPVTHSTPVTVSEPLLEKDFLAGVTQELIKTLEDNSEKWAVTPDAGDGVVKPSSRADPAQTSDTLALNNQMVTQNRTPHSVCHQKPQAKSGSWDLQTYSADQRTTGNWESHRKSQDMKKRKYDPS
Xi reactivation = X-chromosome reactivation activator; activation, % at 7.58 µM; XiGFP mouse fibroblasts, % GFP-positive cells imaging, 3 d; cells co-treated with 5-aza-dC sensitizer; scaled so ellipticine positive control = 100%; AID 743238; 0.055% of 360,000 active;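 active = mean normalized replicate activation at least 10% and every replicate at or above 10%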;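 note: 0% = median of on-plate neutral control wells and 100% = ellipticine 6 µM median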
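Assay system – SV40-immortalized XiGFP fibroblast cells, line 68-5-11 · Buffer or medium – DMEM supplemented with 5-aza-dC as sensitizing agent · Dosing – one concentration, pinned · Benchmarks – positive control ellipticine, 6 µM final · Times – 3 days compound exposure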
S100A4 MyoIIA = inhibitors of human S100A4 binding to myosin IIA peptide; inhibition, % at 10.7 µM; 0.14% of 360,000 active; S100A4/TAMRA-MyoIIA peptide fluorescence polarization;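 active = mean inhibition of at least 70% across replicates, with every replicate also reaching that level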
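Material: human S100A4 monomer with TAMRA-labelled myosin IIA peptide; buffer or medium: HEPES pH 7.2 with CaCl2, KCl, NaCl, DTT, Triton; compound dosing: one concentration per compound; schedule: 5 min incubation before reading; benchmarks: neutral control DMSO, positive control TFP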
Numbers without * were called inactive; / = not tested or not shown. Compounds as they come; any-hit rate near 2.5%.

| mol | esBAF inh | ERp5 block | ERAP1 HTS inh | E-sel inducer | RAD54 branch | RAD52 inh | Xi reactivation | S100A4 MyoIIA |
| --- | --- | --- | --- | --- | --- | --- | --- | --- |
| CCNc1c(NC(=O)c2cccs2)c(=O)oc2ccccc12 | 13 | -3 | -4 | / | 8 | -10 | 0.3 | 38 |
| COc1ccc(N(C(C)C(=O)Nc2ccc(S(=O)(=O)N3CCCCC3)cc2)S(C)(=O)=O)cc1 (configuration not stated) | 4 | 2 | 1 | / | 7 | -11 | 0.0 | 1 |
| CN(C)C(=O)c1ccc(-c2ccc([C@H]3[C@@H](CO)N4CCCCN(CCC(F)(F)F)C[C@@H]34)cc2)cc1 | -2 | -4 | 0 | 0.3 | -13 | 12 | 0.1 | 21 |
| C=CCn1c(=S)[nH]c2scc(-c3cccs3)c2c1=O | -11 | -10 | 5 | 4.7 | 1 | -23 | 0.3 | -3 |
| CO[C@@H]1CN(C)C(=O)c2cc(NC(=O)C3CCCCC3)ccc2OC[C@@H](C)N(C)C[C@@H]1C | -1 | 3 | -2 | -0.1 | -2 | 6 | -0.2 | 22 |
| NS(=O)(=O)c1ccc(CCNC(=O)c2ccc[nH]c2=S)cc1 | 4 | 2 | 5 | 0.1 | 4 | -20 | -0.1 | -6 |
| CN1[C@@H]2c3ccc(/C=C/c4ccccc4)c(=O)n3C[C@@H]2[C@@H](CO)[C@@H]1C(=O)N1CCOCC1 | 8 | 1 | 2 | -0.2 | -1 | -32 | 0.7 | 2 |
| CCN1[C@@H]2c3ccc(C4=CCCCC4)c(=O)n3C[C@H]1[C@H](CO)[C@H]2C(=O)NC1Cc2ccccc2C1 | / | -7 | -5 | -0.2 | / | 10 | 0.1 | 3 |
| CN(C)C(=S)Nc1cccc(-c2n[nH]c(=S)o2)c1 | / | -3 | -13 | 1.0 | / | -9 | 0.0 | 0 |
| O=C(C1=C[C@@H](c2ccc(C(F)(F)F)cc2)C[C@@H](OCCCCO)O1)N1CCCCCCC1 | -9 | 7 | 1 | 0.3 | 4 | -40 | -0.2 | 3 |
| CCCC(=O)Nc1ccc2c(c1)OC[C@H](C)N(C(=O)CC1CC1)C[C@@H](C)[C@H](OC)CN(C)C2=O | 0 | -2 | 4 | 0.1 | 7 | -9 | -0.1 | -29 |
| COc1ccc(CC(=O)Nc2cccc(SC)c2)cc1OC | / | -7 | -1 | 0.1 | / | -7 | 0.2 | 1 |
| O=C(NC1CCN(Cc2ccc3ccccc3c2)CC1)c1ccccc1 | 4 | -1 | -3 | -0.1 | 0 | -18 | 0.0 | -8 |
| CCCCNc1c(-c2ccc(SC3CCCCC3)c(OC)c2)nc2ccc(Cl)cn12 | -5 | 1 | 0 | 0.1 | -4 | -14 | 0.1 | -1 |
| CCc1cc(=O)oc2c3c(cc(OCC(=O)NCc4ccccn4)c12)OC(C)(C)CC3 | -5 | -2 | -2 | / | 7 | -1 | / | 0 |
| O=C(COC(=O)CCC(=O)c1ccc(F)cc1)NCc1ccco1 | / | 4 | 5 | 2.1 | / | -5 | -0.5 | -4 |
| Cc1cc(OCCCCCN2CCCC2)ccc1Cl | / | 7 | 3 | 0.2 | / | 6 | 0.0 | 1 |
| COC(=O)c1c(C)oc(C)c1S(=O)(=O)NCc1cccs1 | 6 | 1 | 3 | 0.0 | -7 | -3 | 0.0 | -1 |
| O=C(NCCN1CCN(Cc2ccccc2)CC1)Nc1cc(Cl)cc(Cl)c1 | -5 | -1 | -2 | -0.1 | -7 | -5 | 1.0 | -2 |
| C=CCSc1nc(O)c(C2OC(=O)c3c2ccc(OC)c3OC)c(=O)n1-c1ccccc1 (configuration not stated) | / | 1 | / | 0.3 | 6 | -12 | / | -4 |
| CCc1ccccc1N1C(=O)[C@@H]2Cc3ccccc3CN2C1=O | -2 | 5 | 1 | 0.7 | / | 5 | 0.1 | 5 |
| CC(C)(C)OC(=O)N1CCC(CNC(=O)c2ccc(F)cc2F)CC1 | / | 3 | / | -0.2 | 5 | -25 | 0.2 | -4 |
| CC(C)(C)NS(=O)(=O)c1ccc2[nH]c3c(c2c1)CCCCC3 | 24 | 2 | 1 | 0.2 | -4 | -23 | 0.0 | -2 |
| C[C@H]1CN([C@@H](C)CO)C(=O)c2cccc(NC(=O)Nc3ccc4c(c3)OCO4)c2O[C@H]1CN(C)Cc1ccc(C(F)(F)F)cc1 | -5 | -3 | 0 | 0.6 | 1 | 12 | 0.1 | 0 |
| CCOc1ccc2nc(NC(=O)C3(C)CC3(Br)Br)sc2c1 (configuration not stated) | / | -1 | 5 | 0.5 | -14 | -1 | 0.0 | -4 |

An excerpt from above, showing only S100A4 MyoIIA and ERp5 block:
molecule,S100A4 MyoIIA,ERp5 block
O=C(C1=C[C@@H](c2ccc(C(F)(F)F)cc2)C[C@@H](OCCCCO)O1)N1CCCCCCC1,3,7
CCCC(=O)Nc1ccc2c(c1)OC[C@H](C)N(C(=O)CC1CC1)C[C@@H](C)[C@H](OC)CN(C)C2=O,-29,-2
COc1ccc(CC(=O)Nc2cccc(SC)c2)cc1OC,1,-7
O=C(NC1CCN(Cc2ccc3ccccc3c2)CC1)c1ccccc1,-8,-1
CCCCNc1c(-c2ccc(SC3CCCCC3)c(OC)c2)nc2ccc(Cl)cn12,-1,1
CCc1cc(=O)oc2c3c(cc(OCC(=O)NCc4ccccn4)c12)OC(C)(C)CC3,0,-2
O=C(COC(=O)CCC(=O)c1ccc(F)cc1)NCc1ccco1,-4,4

The listing continues.
| mol | esBAF inh | ERp5 block | ERAP1 HTS inh | E-sel inducer | RAD54 branch | RAD52 inh | Xi reactivation | S100A4 MyoIIA |
| --- | --- | --- | --- | --- | --- | --- | --- | --- |
| Cn1c(=O)c2[nH]c(SCCN3CCOCC3)nc2n(C)c1=S | -3 | 1 | 2 | / | 7 | -3 | 0.0 | 1 |
| C[C@H](CO)N1C[C@H](C)[C@H](CN(C)Cc2ccncc2)Oc2c(NC(=O)C3CC3)cccc2C1=O | 2 | -6 | -4 | -0.5 | 3 | 0 | 0.1 | 126* |
| CC(C)(C)NC(=O)C(c1cccs1)N(C(=O)C(=O)NC1CCCC1)c1ccccc1F (configuration not stated) | / | -5 | 3 | / | / | -4 | 0.0 | -2 |
| COc1cccc(-c2cnc(C(O)c3c(C)cc(C)cc3C)[nH]2)c1 (configuration not stated) | -1 | 1 | -4 | 0.0 | -2 | -12 | 0.3 | -4 |
| COC(=O)CC1C(=O)NCCN1C(=O)CSc1nc2ccccc2o1 (configuration not stated) | / | -8 | 4 | / | / | -9 | 0.0 | 1 |
| C[C@@H]1CN([C@H](C)CO)C(=O)c2cc(-c3ccncc3)cnc2O[C@@H]1CN(C)S(=O)(=O)c1ccccc1 | -2 | -1 | 2 | -0.1 | 11 | 5 | -0.2 | -11 |
| C[C@H]1CN([C@@H](C)CO)C(=O)c2cc(C3=CCCCC3)cnc2O[C@@H]1CN(C)S(=O)(=O)c1cn(C)cn1 | -4 | -6 | 6 | -0.1 | 0 | 2 | 0.1 | 13 |
| COc1ccccc1N1CCN(Cc2nc(-c3ccc(F)cc3)oc2C)CC1 | / | 1 | -1 | / | / | -10 | 0.0 | -6 |
| COc1ccc(-c2ccc(SCc3ccccn3)nn2)cc1OC | 2 | 0 | 0 | 2.8 | / | 0 | -0.1 | 0 |
| Cc1ccc(-c2nc3ccc(Cl)cn3c2Cc2ccccc2)cc1 | 44* | 2 | 2 | 0.3 | 8 | -55 | 0.0 | -6 |
| COc1ccc(NC(=O)C2CCCN(c3cnccn3)C2)c(OC)c1 (configuration not stated) | 2 | 8 | 20 | / | -5 | -6 | 0.2 | 2 |
| CC(=O)NN1C(=O)c2ccc3c4c(ccc(c24)C1=O)C(=O)N(NC(C)=O)C3=O | -4 | 3 | -1 | / | 2 | -17 | 0.0 | 0 |
| Nc1cc(N)nc(SCC(=O)Nc2ccc3c(c2)OCO3)n1 | -4 | 0 | 1 | / | 2 | -6 | 0.1 | -1 |
| CC(=O)C[C@@H]1OC[C@H](C(C)C)N1S(=O)(=O)c1ccc(C)cc1 | / | -4 | -2 | -1.4 | / | -5 | / | 6 |
| CCNC(=O)c1cc2c(c(-c3cccc(C4=CCCC4)c3)n1)[C@H](CCO)N([S@@](=O)C(C)(C)C)C2 | 1 | -3 | 0 | 2.4 | 3 | -57 | 0.0 | -18 |
| O=C(Cn1ncc2c1-c1ccccc1OC2)Nc1nc2ccccc2s1 | -4 | -2 | 4 | -1.9 | -2 | -13 | -0.1 | -1 |
| C[C@@H]1CN([C@H](C)CO)C(=O)Cc2cc(NS(=O)(=O)c3ccc(F)cc3)ccc2O[C@@H]1CN(C)S(C)(=O)=O | -1 | -4 | 4 | 0.0 | -7 | -1 | -0.2 | -13 |
| COc1ccc(NC(=O)N(C)C[C@H]2OCc3ccccc3-c3c(n(C)c4ccccc34)C(=O)N([C@@H](C)CO)C[C@@H]2C)cc1 | -3 | 2 | 0 | 0.0 | -9 | 17 | -0.1 | 19 |
| COc1cc2c(cc1OC)CN(C(=O)/C=C/c1ccc([N+](=O)[O-])cc1)CC2 | -1 | 6 | 9 | / | -5 | -2 | 0.5 | 3 |
| CCc1noc(C)c1C(=O)Nc1nnc(CC(C)C)s1 | 6 | -2 | -4 | 0.3 | 0 | -6 | -0.1 | 1 |
| CCCCC1CCC(C(=O)NCC(c2ccco2)N2CCOCC2)CC1 (configuration not stated) | 8 | -2 | 2 | / | -9 | -21 | 0.0 | -4 |
| CC(C)[C@H](NC(=O)N1CCOCC1)C(=O)N1CCC[C@H]1C(=O)NCc1ccccc1 | / | 0 | -3 | -0.4 | / | -18 | 0.1 | -2 |
| COc1ccc(OC)c(-c2csc(CCn3nc(C)cc3C)n2)c1 | -6 | 1 | 0 | / | -1 | -5 | 0.7 | -3 |
| CCN(CC)c1ccc(C=Nc2ccc(OC)c(S(=O)(=O)N3CCOCC3)c2)c(O)c1 | 4 | -3 | -2 | / | -10 | -29 | -0.1 | -11 |
| CCn1cc(CN2CCC(n3nccc3NC(=O)C(OC)c3ccccc3)CC2)cn1 (configuration not stated) | / | -9 | 0 | / | 1 | -29 | 0.3 | 3 |
| O=C(Nc1nnc(SCc2ccccc2F)s1)C1=COCCO1 | 21 | 5 | 2 | -0.1 | -1 | -3 | 0.2 | -14 |
| CC(C)OC(=O)N(C)C[C@@H]1OCc2ccccc2-c2ccccc2C(=O)N([C@H](C)CO)C[C@H]1C | -3 | 5 | -3 | 0.6 | -5 | 5 | -0.1 | 6 |

Taken from above.
Nc1cc(N)nc(SCC(=O)Nc2ccc3c(c2)OCO3)n1 | ERp5 block: 0
COc1ccc(NC(=O)N(C)C[C@H]2OCc3ccccc3-c3c(n(C)c4ccccc34)C(=O)N([C@@H](C)CO)C[C@@H]2C)cc1 | ERp5 block: 2

Source: PubChem BioAssay (Broad Institute)
